# Screening data (PubChem)
# MgcRacGAP inhibition: MgcRacGAP GTPase-activating activity inhibitors, confirmation, biochemical, ADP Hunter fluorescence; AID 624330; inhibition, % at 30 µM, or IC50 in µM where a hit was titrated; MgcRacGAP-stimulated Rac1 GTP hydrolysis, ADP Hunter fluorescence; higher % means a stronger effect; GST-tagged Rac1 F28L mutant substrate; hit rate 0.6% among 340,000;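 active = first-screen hits whose inhibition reached a set limit at any dose in the follow-up dose series; inconclusive = inhibition above the set first-screen limit but never retested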;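 note: fluorescence reports GDP produced by GAP-driven GTP hydrolysis; strong numbers were not always called active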
# T cell modulator: modulates CD8 T cell binding to vesicles; calls only at 7 µM; hit rate 0.068% among 330,000; 2C CD8+ T cell-vesicle binding, flow cytometry; active compounds read low; AID 2052;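 active = response, share of CD8 T cells binding vesicles, and their 90th percentile fluorescence all below set limits, cut at about 80% in these data, passing the limit was not always enough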
#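 material = purified 2C TCR transgenic mouse naive CD8+ T cells | controls = Unloaded micro-vesicles (low), QL9 vesicles with 0.7% DMSO (high) | detection = cytometric PE anti-B7-1 and Alexa647 anti-CD8 signals after 1% paraformaldehyde fixation | incubation = binding step 1.5 h, 37 °C, antibody labelling 20 min, ice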
# GPR55 antagonists: inhibition of LPI-stimulated GPR55 beta-arrestin translocation – imaging, U2OS, beta-arrestin-GFP, LPI agonist, primary screen (AID 2013); inhibition, % at 10 µM; hits with a dose series show IC50 in µM; hit rate 0.13% among 290,000; U2OS GPR55 beta-arrestin-GFP translocation imaging, LPI antagonism; higher % means a stronger effect;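 active = spots per cell inhibited over 60%, with over 100 cells counted and total cytoplasm intensity under 500,000; inconclusive = wells with under 100 cells, flagged as likely toxic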;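 note: U2OS cells stably carrying GPR55 and arrestin-GFP stimulated by 5 µM LPI near EC80; imaged beta-arrestin-GFP aggregate spots per cell after agonist stimulation; plate controls were LPI-stimulated DMSO wells for no effect and DMSO wells without LPI for full effect; some results filed as inactive read as strong as hits; confirmed hits need IC50 under 10 µM and bright autofluorescent wells are also inconclusive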
# GPR55 beta-arrestin: selective activators of receptor GPR55 – imaging, U2OS cells, beta-arrestin-GFP redistribution, primary screen (AID 1961). activation, % at 10 µM, or EC50 in µM where a hit was titrated. hit rate 0.048% among 290,000. U2OS GPR55 beta-arrestin-GFP redistribution imaging; higher % means a stronger effect;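 active = activation above 40% with more than 50 cells counted in the well; inconclusive = wells holding fewer than 50 cells, flagged as toxic or sparse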;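 note: U2OS osteosarcoma cells stably expressing GPR55 and beta-arrestin-GFP; plate controls were DMSO negative control for no effect and LPI positive control for full effect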
# GPR35 antagonists: GPR35 antagonists blocking zaprinast-driven arrestin recruitment, primary screen, imaging, U2OS, beta-arrestin-GFP, zaprinast agonist (AID 2058). hit rate 0.052% among 290,000. inhibition, % at 10 µM; hits with a dose series show IC50 in µM. U2OS GPR35 beta-arrestin-GFP translocation imaging, zaprinast antagonism; higher % means a stronger effect;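 active = inhibition of at least 50% with at least 30 cells and total cytoplasm GFP at most 10,000,000; inconclusive = under 30 cells or total GFP of 10,000,000 plus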
# NTR1 agonist: NTR1-driven beta-arrestin-GFP spot formation – imaging, U2OS cells, high content, primary screen (AID 493036). P30989. agonist mode. activation, % at 20 µM. hit rate 0.17% among 330,000;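 active = activation at or above 40% of the spot to cytoplasm intensity ratio, with at least 20 cells analyzed; inconclusive = wells under 20 cells, flagged as cytotoxic or low count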;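 note: 0% = DMSO without peptide and 100% = 100 nM NTR1 peptide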
# Target sequence (P30989 whole entry, looked up): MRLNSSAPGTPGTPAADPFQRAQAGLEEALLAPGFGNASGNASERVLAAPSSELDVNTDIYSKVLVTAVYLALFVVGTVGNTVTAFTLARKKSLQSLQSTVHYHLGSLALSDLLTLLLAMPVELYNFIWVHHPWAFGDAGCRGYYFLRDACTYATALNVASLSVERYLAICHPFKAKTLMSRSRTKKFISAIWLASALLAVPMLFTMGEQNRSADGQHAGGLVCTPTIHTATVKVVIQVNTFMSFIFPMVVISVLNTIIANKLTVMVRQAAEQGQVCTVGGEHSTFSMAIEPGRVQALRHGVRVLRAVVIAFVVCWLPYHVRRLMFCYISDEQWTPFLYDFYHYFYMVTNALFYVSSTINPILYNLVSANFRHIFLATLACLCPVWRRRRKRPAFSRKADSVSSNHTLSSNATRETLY
# LYP inhibition: PTPN22 lymphoid phosphatase activity blockers – biochemical, fluorescence intensity, uHTS (AID 1779) | hit rate 0.054% among 290,000 | recombinant LYP phosphatase, fluorescence intensity; higher % means a stronger effect | inhibition, % at 11.5 µM; hits with a dose series show IC50 in µM; in the data active = inhibition above about 50%;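 note: plate controls were vehicle with enzyme for no effect and no enzyme for full effect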
# Large T inhibition: TAg ATPase/helicase activity blockers – biochemical (AID 1903) | one-dose inhibition, % at 20 µM; IC50 in µM for titrated hits | SV40 large T antigen ATPase/helicase inhibition assay; higher % means a stronger effect | hit rate 0.39% among 310,000; in the data active = a potency from the dose series; inconclusive = inhibition mostly from about 32% at the one dose, without a potency; inactive = the rest, 99 in 100 with inhibition below about 32%; note: strong numbers were not always called active
# Hep lipid drop: hepatic lipid droplet formation modulation; AML12 mouse hepatocytes, oleate lipid droplets, BODIPY imaging; inhibition, % at 6.5 µM; hit rate 0.4% among 240,000; AID 1656;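 active = lipid droplet intensity inhibited by at least 50%, with more than 500 cells counted; inconclusive = wells with under 300 cells, treated as cytotoxic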
#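 Material: mouse AML12 hepatocyte cell line, fixed after treatment; Timing: compound with oleate, overnight; Technique: high-content imaging of BODIPY-stained droplets and DAPI nuclei; Probe or stimulus: oleate, 100 µM final; Dosing: compound at 6.5 µM only.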
# Hep lipid drop cells 6.5 µM: further read-out of Hep lipid drop, marked with its call; cell count; measured here: cell count, cytotoxicity flag;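 cells counted across two imaged fields per well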
# T cell modulator vesicle-bound %: further read-out of T cell modulator, marked with its call; double positive events, %; measured here: CD8+ vesicle-bound cell fraction;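 binding gate set so that unloaded-vesicle control wells show 10% double positive cells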
# NTR1 agonist cell count 20 µM: recorded beside NTR1 agonist, whose call it bears; cell count; measured here: cell count, cytotoxicity flag
# Starred values were filed as active, the others as inactive; i = inactive; ? = inconclusive; . = not tested or not shown.
SMILES,MgcRacGAP inhibition,T cell modulator,T cell modulator vesicle-bound %,GPR55 antagonists,GPR55 beta-arrestin,GPR35 antagonists,NTR1 agonist,NTR1 agonist cell count 20 µM,LYP inhibition,Large T inhibition,Hep lipid drop,Hep lipid drop cells 6.5 µM
O=c1cc(CSc2nc3ccccc3[nH]2)c2ccccc2[nH]1,-2%,i,40,-11%,-0.1%,-13%,0.4,66,-8%,10%,13,792
CCn1c(SCC(=O)N=Nc2c(O)[nH]c3ccccc23)nnc1-c1ccc(C(C)(C)C)cc1,.,i,30,-6%,-0.3%,-3%,1.4,63,-8%,16%,1,711
COc1ccccc1CCNC(=O)C(=O)Nc1cc2c3c(c1)C(C)C(=O)N3CCC2 (centres undefined),10%,i,37,.,.,.,-0.4,64,.,10%,.,.
Nc1cc(C(=O)OCC(=O)N2CCCC2)ccc1Cl,2%,i,57,10%,0.3%,11%,-2.8,30,-4%,-1%,1,718
CCN(CC)C(=O)CSc1nc(OC)cc(=O)[nH]1,2%,i,40,4%,-0.4%,-6%,-0.4,40,6%,3%,24,732
O=C(NCc1cccs1)C(Cc1ccccc1)NS(=O)(=O)c1cccs1 (centres undefined),1%,i,25,-11%,-0.3%,-10%,-0.2,92,-1%,-1%,-2,679
CCn1cc(CN2CCC(C(=O)Nc3cccc(-c4cscn4)c3)CC2)cn1,13%,i,10,4%,-0.1%,-16%,0.8,73,-10%,27%,28,850
COCCNC(=O)C1CC(c2cccc(F)c2)=NO1 (centres undefined),17%,i,29,6%,-0.2%,-9%,8.0,89,4%,9%,.,.
CCS(=O)(=O)N1CCCC(C(=O)NC2CCCC2)C1 (centres undefined),12%,i,30,12%,-0.3%,11%,-0.3,22,-3%,2%,.,.
Cc1ccc([N+](=O)[O-])cc1NC(=O)CNC1CCCCC1,2%,i,53,6%,1.5%,0%,1.5,55,-1%,-9%,0,817
COc1ccsc1NC(=O)OCc1ccc(Cl)cc1,4%,i,48,-9%,-0.1%,0%,-1.6,82,-4%,0%,.,.
COc1ccccc1CNC(=O)c1cnn2c(C(F)F)cc(C)nc12,9%,i,47,-6%,-0.1%,0%,-1.7,101,-2%,-3%,-3,723
CCc1cc(=S)n2c([nH]c3ccccc32)c1C#N,?,i,35,-7%,0.1%,0%,4.0,49,-3%,100µM*,-3,682
CCN1/C(=C\C=C2\C(=O)N(C)C(=S)N2C)Sc2ccccc21,3%,i,47,3%,0.1%,11%,0.5,41,6%,2%,15,689
CCOc1ccc(C(=O)Nc2cc(NC(=O)c3ccc(OCC)c(Cl)c3)cc(C(=O)O)c2)cc1Cl,3%,.,.,0%,0.2%,-19%,-0.1,81,-2%,6%,1,748
COc1cccc(-c2nn(Cc3ccccc3)cc2CO)c1,3%,i,14,2%,-0.1%,13%,0.6,43,-9%,4%,-2,781
CCc1c(C)nc2ncnn2c1N1CCC(C(=O)N2CCN(c3ccccc3)CC2)CC1,.,.,.,12%,-0.2%,24%,.,.,2%,.,.,.
O=C(COc1ccccc1)N1CCN(S(=O)(=O)c2ccc(Br)cc2)CC1,8%,i,33,8%,0.0%,4%,1.1,59,-11%,-3%,-1,679
COc1ccc(/C=C(\CC(=O)O)c2nc3ccccc3s2)cc1O,9%,i,50,0%,-0.3%,-17%,2.6,53,2%,19%,13,752
Nc1ncc([N+](=O)[O-])cc1Br,6%,i,48,11%,-0.3%,-9%,0.8,61,-8%,5%,13,683

# The last two compounds of the section above come first, to join the parts.
SMILES,MgcRacGAP inhibition,T cell modulator,T cell modulator vesicle-bound %,GPR55 antagonists,GPR55 beta-arrestin,GPR35 antagonists,NTR1 agonist,NTR1 agonist cell count 20 µM,LYP inhibition,Large T inhibition,Hep lipid drop,Hep lipid drop cells 6.5 µM
COc1ccc(/C=C(\CC(=O)O)c2nc3ccccc3s2)cc1O,9%,i,50,0%,-0.3%,-17%,2.6,53,2%,19%,13,752
Nc1ncc([N+](=O)[O-])cc1Br,6%,i,48,11%,-0.3%,-9%,0.8,61,-8%,5%,13,683
Cc1ccc2c(CC(=O)NC3=NCCS3)coc2c1,11%,i,43,-9%,0.0%,6%,-0.7,98,-1%,-2%,12,760
O=C(NCc1ccccn1)C(=O)N/N=C/c1ccccc1O,9%,i,10,4%,-1.5%,5%,-1.6,72,4%,7%,-6,622
CCOC(=O)c1nn(-c2ccccc2)c(=O)cc1OCC(=O)Nc1ccccc1OCC,9%,i,43,.,.,.,-0.9,42,.,8%,.,.
O=S(=O)(Cc1ccccc1)N1CCN(C/C=C/c2ccccc2)CC1,0%,i,30,12%,0.3%,10%,0.9,54,-10%,-10%,1,744
CCOc1ccc(S(=O)(=O)Nc2cccc(C(=O)N3CC(C)OC(C)C3)c2)cc1 (centres undefined),1%,i,20,.,.,.,-0.7,54,.,-1%,.,.
COc1ccc(-c2nc3cccc(C)n3c2NCC2CCCO2)cc1O (centres undefined),-139%,i,18,9%,-0.1%,-3%,0.0,57,-6%,15%,-14,760
Cc1cccc(NC(=O)CSc2nc3[nH]ncc3c(=O)n2-c2ccccc2)c1,.,i,32,-15%,-0.2%,7%,1.1,46,-7%,10%,2,772
O=C1/C(=C/c2ccncc2)SC(=S)N1C1CCCCC1,5%,i,14,4%,0.3%,-14%,4.3,52,-3%,-21%,-6,615
Nc1nc(SCC(=O)NCC2CCCO2)n[nH]1 (centres undefined),6%,i,46,3%,-0.1%,4%,-2.0,55,-13%,6%,-5,739
CCOC(=O)c1[nH]c2ccc(OC)cc2c1NC(=O)c1ccc(OC)c(OC)c1,16%,i,8,-3%,0.1%,1%,-0.6,68,-2%,8%,2,754
O=C1C2C3C=CC(C4CC34)C2C(=O)N1CCc1ccccc1 (centres undefined),6%,i,44,1%,0.5%,-12%,2.9,71,-4%,7%,-31,667
COCC(=O)OCC(=O)Nc1cc(C(C)(C)C)nn1-c1ccccc1,12%,i,19,14%,0.2%,-4%,1.6,38,-4%,9%,-13,746
CNC(=O)c1ccc(CNC(=O)OCC(F)(F)F)cc1,2%,i,41,-14%,0.3%,-4%,1.3,61,-10%,24%,.,.
CCC1CSC(Nc2ccc(C(=O)/C=C/c3ccc(OC)c(OC)c3)cc2)=N1 (centres undefined),7%,i,5,-3%,0.4%,8%,6.2,51,3%,-3%,8,638
CCN(CC)CC(=O)Nc1sc(C)cc1C(=O)c1ccc(C)cc1,3%,i,66,14%,0.2%,-13%,5.5,82,-10%,10%,-2,873
Brc1cccc(CSc2nnc(-c3ccncc3)o2)c1,7%,i,13,-14%,0.5%,6%,4.0,68,-5%,15%,2,706
COc1ccc(N2CCN(C(=O)[C@H](C)NC(=O)c3ccccc3Cl)CC2)cc1,3%,i,17,-1%,-0.1%,11%,-0.6,46,-15%,8%,-12,716
CC(=O)N/C(=N\OCc1ccccc1Cl)c1nonc1NC(C)=O,5%,i,46,16%,0.6%,14%,0.3,52,-7%,9%,-6,607
CCCCN(CCCC)CCC(O)c1cc2c(Cl)cc(Cl)cc2c2cc(C(F)(F)F)ccc12 (centres undefined),0%,i,25,.,.,.,9.2,66,.,6%,.,.
CCN(Cc1ccccc1)C(=O)c1c[nH]c2ccc(S(=O)(=O)N(C)CCC#N)cc2c1=O,8%,i,42,-1%,-0.1%,-3%,0.5,60,2%,23%,-11,726
Cc1cc(N)n(-c2ncnc3scc(-c4ccccc4)c23)n1,4%,i,39,11%,-0.1%,-8%,-1.7,77,-2%,4%,-2,793
O=C(/C=C/c1c(F)cccc1Cl)N1CCc2ccccc2C1,9%,i,54,-3%,0.6%,14%,1.9,63,-6%,25%,-4,808
O=C(COc1nsnc1N1CCOCC1)Nc1cccc(Cl)c1,8%,i,6,1%,-0.2%,-6%,1.0,67,-9%,19%,-6,877
COc1cccc(CN2CCN(C3CCN(c4cccc(C)c4C)CC3)CC2CCO)c1 (centres undefined),6%,i,41,10%,0.3%,-10%,2.2,71,-4%,14%,-2,582
N#C/C(=C\c1cccc(OCC(=O)O)c1)c1nc2ccccc2[nH]1,6%,i,60,-1%,-0.1%,2%,0.6,49,-8%,26%,-1,797
COc1ccc(CC(=O)NNc2ncnc3c2cnn3C)cc1,12%,i,47,-10%,0.2%,16%,0.7,49,-7%,3%,-2,592
CC1(C)Cc2c(c(-c3ccccc3)nc3[nH][nH]c(=O)c23)CO1,12%,i,56,-2%,-0.4%,8%,0.7,48,-1%,12%,1,725
COc1ccc(/C=C(\NC(=O)c2ccc(OC)cc2)C(=O)Nc2cccc(C(=O)O)c2)cc1,-3%,i,17,0%,-0.2%,-10%,0.1,52,-1%,6%,8,840
CCC(C)N(C(=O)CSc1nnc(-c2ccco2)n1C)C1CCS(=O)(=O)C1 (centres undefined),5%,i,38,.,.,.,-0.4,59,.,13%,.,.

# Sorted by the number under MgcRacGAP inhibition (smallest number first): 3 of the compounds above
compound,MgcRacGAP inhibition,T cell modulator,T cell modulator vesicle-bound %,GPR35 antagonists,LYP inhibition,Large T inhibition
Cc1cc(N)n(-c2ncnc3scc(-c4ccccc4)c23)n1,4%,i,39,-8%,-2%,4%
N#C/C(=C\c1cccc(OCC(=O)O)c1)c1nc2ccccc2[nH]1,6%,i,60,2%,-8%,26%
O=C(/C=C/c1c(F)cccc1Cl)N1CCc2ccccc2C1,9%,i,54,14%,-6%,25%

# Taken from above:
# Cc1cccc(NC(=O)CSc2nc3[nH]ncc3c(=O)n2-c2ccccc2)c1 | Hep lipid drop cells 6.5 µM = 772
# CCN1/C(=C\C=C2\C(=O)N(C)C(=S)N2C)Sc2ccccc21 | T cell modulator vesicle-bound % = 47
# CCOc1ccc(C(=O)Nc2cc(NC(=O)c3ccc(OCC)c(Cl)c3)cc(C(=O)O)c2)cc1Cl | Hep lipid drop cells 6.5 µM = 748

# An unsorted share of the library (roughly 1.8% active in at least one column).
